# Screening results deposited in PubChem by National Center for Advancing Translational Sciences (NCATS).
# Tb PFK block = blocks T. brucei phosphofructokinase; actives 0.17% (n = 330,000); AID 485367; O15648; T. brucei PFK, ADP-Glo luminescence; Potency, µM (top dose mostly 57.5 µM), for the others: at the highest dose activity, negative = inhibition, hits mostly inhibitors;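 also: potency is read from the fitted curve at half-maximal effect; 0% = uninhibited 1x PFK enzyme wells and -100% = no-enzyme wells; nearly all actives have a fitted effect of over 60% in size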
#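 ADP-Glo luminescence quantified ADP after 45 min at room temperature, with 1.25 nM T. brucei PFK, 0.1 mM ATP and 0.5 mM fructose-6-phosphate in pH 8.0 TEA buffer. qHTS titrations up to 57 µM; curves classified by quality.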
# Rab9 promoter act = activates the Rab9 promoter | Huh7 Rab9 promoter-luciferase reporter, luminescence, 24 h | Potency, µM (doses to about 9.22 µM), for inactives: at the highest dose activation, negative = inhibition, most hits filed as activators | actives 2.8% (n = 320,000) | AID 485297; also: potency is read from the fitted curve at half-maximal effect; % of control where 0% means no effect; nearly all actives have a fitted effect of over 60% in size
#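 Huh7 reporter line, Rab9 promoter upstream of luciferase. Compound exposure 24 h at 37 °C in reduced-serum medium with 10% FBS. Read-out: luminescence.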
# KCNH2 3.1 inh = inhibitors of human KCNH2 3.1 potassium channel isoform; U2OS KCNH2 3.1, thallium flux FluxOr; stronger effect = lower value; activity change, % (tested at about 1.8 µM); actives 0.95% (n = 340,000);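 active = maximum activity change below -70%; inconclusive = maximum activity change from -70% to -50%; inactive = maximum activity change above -50%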;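 also: thallium influx rate constant from kinetic fluorescence after stimulation buffer; % is scaled to controls: 0 for no effect and ±100 for the full control effect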
#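 Steps: virus added to U2OS suspension (4 h, RT, dark); medium with 10% FBS added, cells plated, 37 C overnight; FluxOr/Red40 loading buffer 45 min RT; stimulation buffer, 2 min kinetic read; rate constant normalized.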
# Coupling enz = coupling enzyme interference in Giardia aldolase counter-screen. actives 0.67% (n = 290,000). activity change, negative = inhibition, % at 58.2 µM, hits read low. coupling enzyme system counterscreen, AmpLite Red fluorescence. AID 2472; in the data active = activity change below about -30%; also: % is scaled to controls: 0 for no effect and ±100 for the full control effect
#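 Counterscreen lacking aldolase: glyceraldehyde-3-phosphate coupling-enzyme reagent preincubated 10 min at RT with compound (at 57.5 uM final), then substrate/coupling system with AmpLite Red added; fluorescence read at 525/598 nm after 20 min RT.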
# NPC1 prom act = activators of NPC1 promoter; Huh7 NPC1 promoter luciferase reporter, 24 h; Potency, µM (top dose mostly 9.22 µM), for the others: at the top dose activation, hits mostly activators; actives 2.4% (n = 320,000);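 also: potency is read from the fitted curve at half-maximal effect; % of control where 0% means no effect; nearly all actives have a fitted effect of over 60% in size; reporter is driven by a mutant NPC1 promoter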
#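 Stably transfected Huh7 (NPC1 promoter→luciferase), 1500 cells/well in Opti-MEM + 10% FBS, 2 h settle, then compound 24 h at 37 °C. Luminescence after 10 min with Amplite reagent.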
# Giardia kill = kills Giardia lamblia | activity change, % at 7.66 µM, hits read low | Giardia lamblia trophozoite viability | actives 0.15% (n = 340,000); in the data active = activity change below about -80%; inconclusive = between about -30% and that limit;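 also: parasites exposed to compound for two days anaerobically before the ATP read; % is scaled to controls: 0 for no effect and ±100 for the full control effect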
#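 Giardia lamblia trophozoites (100 cells/well) were incubated with compounds for 48 h at 37 deg C under anaerobic conditions. Viability was read as ATP content by one-step luminescence after 15-30 min at room temperature.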
# VP16 counter = Gal4-VP16 reporter inhibition counter-screen; AID 2546; Potency, µM (doses to about 53.6 µM), for the others: top-dose activity, negative = inhibition, most hits filed as inhibitors; Drosophila S2 Gal4-VP16 UAS-luciferase, luminescence, 20 h; actives 3.5% (n = 310,000);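 also: Gal4-VP16 expression switched on by copper sulfate through the metallothionein promoter; potency is read from the fitted curve at half-maximal effect; % is scaled to controls: 0 for no effect and ±100 for the full control effect; nearly all actives have a fitted effect of over 50% in size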
# FLuc counter = counter-screen for miR-21 project: firefly luciferase inhibitors or activators; purified FLuc, Km substrates, luminescence inhibition; Potency, µM (titrated, usually from 57.5 µM), without a hit: at the highest dose activity change, negative = inhibition, actives largely listed as inhibitors; AID 588342; P08659; actives 6.9% (n = 360,000);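 also: potency is read from the fitted curve at half-maximal effect; plate controls were vehicle for no effect and reference inhibitor for full effect; nearly all actives have a fitted effect of over 55% in size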
# Target sequence (P08659 whole entry, looked up): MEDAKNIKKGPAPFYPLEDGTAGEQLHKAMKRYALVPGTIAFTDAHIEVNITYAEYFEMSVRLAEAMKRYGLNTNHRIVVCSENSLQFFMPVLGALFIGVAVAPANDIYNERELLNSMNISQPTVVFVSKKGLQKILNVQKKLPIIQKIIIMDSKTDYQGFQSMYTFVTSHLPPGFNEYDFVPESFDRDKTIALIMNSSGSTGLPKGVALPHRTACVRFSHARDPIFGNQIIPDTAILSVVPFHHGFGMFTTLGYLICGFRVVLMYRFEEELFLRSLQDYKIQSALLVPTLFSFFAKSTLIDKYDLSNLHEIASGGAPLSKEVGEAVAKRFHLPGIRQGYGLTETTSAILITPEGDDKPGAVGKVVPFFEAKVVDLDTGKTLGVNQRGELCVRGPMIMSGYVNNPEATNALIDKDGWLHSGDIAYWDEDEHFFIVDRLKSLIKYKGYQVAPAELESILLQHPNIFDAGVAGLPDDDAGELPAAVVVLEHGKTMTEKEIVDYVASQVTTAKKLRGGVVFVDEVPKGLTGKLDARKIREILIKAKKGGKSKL
#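 Purified P. pyralis luciferase, 10 nM final, with Km-level 10 uM D-luciferin and 10 uM ATP in 50 mM Tris acetate pH 7.5, 10 mM Mg acetate, 0.01% Tween-20, 0.05% BSA; 6-point qHTS titration about 60 µM downward; luminescence read.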
# RORg inh = inhibitors of mouse ROR gamma transcriptional activity; actives 5.4% (n = 310,000); Drosophila S2 Gal4-RORgamma UAS-luciferase reporter, 20 h; Potency, µM (highest dose often 53.6 µM), for the others: at the highest dose activity change, negative = inhibition, most hits filed as inhibitors; P51450; also: potency is read from the fitted curve at half-maximal effect; % is scaled to controls: 0 for no effect and ±100 for the full control effect; nearly all actives have a fitted effect of over 60% in size
# Target sequence (P51450 whole entry, looked up, the tested form may be a part): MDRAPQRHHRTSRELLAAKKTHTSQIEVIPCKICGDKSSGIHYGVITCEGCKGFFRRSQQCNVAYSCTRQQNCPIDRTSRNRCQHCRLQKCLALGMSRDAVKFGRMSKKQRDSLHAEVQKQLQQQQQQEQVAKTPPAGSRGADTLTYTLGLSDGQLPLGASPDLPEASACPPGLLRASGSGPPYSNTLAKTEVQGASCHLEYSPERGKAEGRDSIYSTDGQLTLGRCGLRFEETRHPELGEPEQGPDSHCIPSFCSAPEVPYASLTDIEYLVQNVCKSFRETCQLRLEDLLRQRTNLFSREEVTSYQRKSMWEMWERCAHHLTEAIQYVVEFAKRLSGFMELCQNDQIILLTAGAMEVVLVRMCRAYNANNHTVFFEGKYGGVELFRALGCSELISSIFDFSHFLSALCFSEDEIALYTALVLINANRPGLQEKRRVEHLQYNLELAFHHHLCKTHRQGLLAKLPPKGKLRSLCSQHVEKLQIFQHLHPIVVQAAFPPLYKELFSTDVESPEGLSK
#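 Luciferase reporter read in Schneider cells carrying Gal4-RORγ (mouse) and UAS-Photinus luciferase; cells given compound 1 h before 700 uM copper sulfate induction, then incubated 20 h at ambient temperature.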
# uPA surface inh = blocks generation of uPA at the cell surface; cell surface uPA generation assay, qHTS; Potency, µM (highest dose often 38.3 µM), for inactives: top-dose activity change, negative = inhibition, most hits filed as inhibitors; actives 0.31% (n = 330,000); AID 540303; active = well fitted inhibition curve with a large enough effect; inconclusive = small, poorly fitted or top-dose-only effect; inactive = no such curve, though single readings can be large or run the other way; tested in mouse RAW 264.7 cells; also: potency is read from the fitted curve at half-maximal effect; % is scaled to controls: 0 for no effect and ±100 for the full control effect; nearly all actives have a fitted effect of over 55% in size
# ELG1 genotoxic = inducers of genotoxicity in HEK293T ELG1-luciferase cells; HEK293T ELG1-luciferase reporter, luminescence, 16 h; actives 1.3% (n = 330,000); Potency, µM (series often up to 46 µM), inactives show at the highest dose activity change, positive = activation, actives largely listed as activators; also: potency is read from the fitted curve at half-maximal effect; % of control where 0% means no effect; nearly all actives have a fitted effect of over 60% in size
#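 Screening used a luciferase reporter fused to human ELG1 in HEK293T cells. Luminescence was read on a CCD plate imager after 16 hr exposure and 30 min ONE-Glo incubation.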
# * = called active by the depositor; ? = inconclusive; / = no result given; & = joins results of further samples; [ ] = another dose, or the depositor's remark. Unless noted, calls follow the shape of the dose curve; as a rule, active = well fitted curve in the direction sought with a large enough effect; inconclusive = small, poorly fitted or top-dose-only effect, or another doubt; inactive = no such curve, though single readings can be large; an effect the other way counts as inactive or inconclusive.
SMILES,Tb PFK block,Rab9 promoter act,KCNH2 3.1 inh,Coupling enz,NPC1 prom act,Giardia kill,VP16 counter,FLuc counter,RORg inh,uPA surface inh,ELG1 genotoxic
CCOc1ccccc1N(C(=O)Nc1cccc(Cl)c1)C1=NC(C)CS1 (stereo not given),-22%,-6%,/,0,-2%,7,-12%,-2%,-23%,0%,0%
O=C(NCc1ccc2c(c1)OCO2)C1CC(c2ccc(Cl)c(Cl)c2)=NO1 (stereo not given),0%,8%,6,/,3%,-4,0%,-4%,-12%,-4%,1%
CCO[C@@H]1OC(C(N)=O)=C[C@H](C2CCCCC2)[C@H]1CCCO,4%,0%,2,6,-2%,-21,-4%,1%,-3%,?,-4%
O=[N+]([O-])c1ccc(C[n+]2cccc(O)c2)cc1,9%,-3%,-2,/,-2%,4,/,-2%,/,3%,-1%
CC(=O)c1cc(C#N)c(N(C)Cc2ccccc2)nc1C,0%,-6%,4,0,-2%,?,?,-1%,0%,-5%,12%
COc1ccccc1NC(=O)N1CCN(c2ccc3nnc(-c4ccc(F)cc4)n3n2)CC1,-5%,-13%,-14,0,-7%,7,?,5%&-7%,-12%,-3%,-4%
Cc1cc(NC(=O)c2ccc(Cl)cc2)no1,0%,3.2µM*,-4,-2,?,-29,-11%,7.6µM*,-32%,?,8.2µM*
CCc1cccc(C)c1NC(=O)COC(=O)CNC(=O)c1cccs1,-3%,-2%,-19,/,7%,21,/,1%,/,0%,1%
CN1CCN(S(=O)(=O)c2ccc(NC(=O)c3ccc(F)cc3)cc2)CC1,-1%,2%,-3,0,-1%,11,-13%,5%,?,5%,1%
CC(=O)N(Cc1ccc2c(c1)OCO2)C1CC(=O)N(CCc2ccccc2)C1=O (stereo not given),-2%,-3%,-10,0,-2%,2,3%,3%,4%,2%,0%
C(=C/c1nccc2c1[nH]c1ccccc12)/c1ccc2c(c1)OCO2,-2%,27%,7,-2,?,-14&-15,-24%,3µM*,0.89µM*,-2%,?
CN(C)S(=O)(=O)c1cccc(NC(=O)COC(=O)c2cc3ccccc3oc2=O)c1,2%,3.2µM*,-6,2,3.5µM*,14,3%,13µM*,34%,0%,9.2µM*
CCc1sc(C(=O)NCCCn2ccnc2)cc1Br,-2%,-17%,-14,-1,4%,2,-7%,-5%,-19%[1.91 µM],14%,-1%
CCOC(=O)c1c(NC(=S)Nc2cccc(C)c2)sc2c1CC(C)(C)SC2,-5%,2%,-4,0,0%,9,2µM*,7%,2µM*,3%,0%
CCCOC(=O)c1ccc(NC(=O)c2cn(CC)c3nc(C)ccc3c2=O)cc1,2%,6%,/,-1,-5%,/,-8%,1%,-17%,/,0%
O=C(COc1cc(Cl)c(Cl)cc1Cl)NC(=O)NC1CCCC1,3%,22%,-5,2,1%,6,?,?,40%,1%,?
O=C(Nc1cccc(NC(=O)c2ccc3c(c2)OCO3)c1)c1ccccc1,-3%,1%,-8,0,7%,-5,2%,?,20%,-1%,-2%
CCOc1ccc(CCNC(=O)COC(=O)/C=C/c2ccco2)cc1OCC,0%,5%,0,/,3%,15,-10%,0%,1%,-8%,0%
NC(=O)COC(=O)c1ccc(Cl)c(S(=O)(=O)N(Cc2ccccc2)c2ccc(Cl)cc2)c1,0%,-3%,-14,6,-1%,-4,-6%,1%,-2%,-4%,-3%
O=C(C1CC1)N1CCc2cc(Br)cc(S(=O)(=O)NCCCN3CCCCC3)c21,-6%,-4%,-3,0,0%,3,0%,-2%,-15%,-12%,2%
Cc1nnc2sc(SCc3ccc(Cl)cc3)nn2c1=O,0%,-3%,10,-1,-2%,-2,20%,-4%,-11%,-3%,8%
CCOCCCn1c(SCC(=O)NCc2ccco2)nc2c(sc3ccccc32)c1=O,?,1%,-7,-2,5%,9,-8%,-2%,32%,5%,-1%
C=CC[C@H](CC(=O)NCCO)C(=O)N[C@H](COC(=O)[C@@H](CC=C)Cc1ccc(F)cc1)Cc1ccccc1,-1%,/,14,/,/,7,/,/,/,-16%,-7%
Cc1ccc(NC(=S)NCCc2c[nH]c3ccccc23)cc1,-1%,18%,-7,0,8%,6,20µM*,?,7.9µM*,-3%,0%
Cc1ccc(N2C(=O)CSC2c2ccc3c(c2)OCO3)cc1 (stereo not given),-3%,6%,-2,-2,-1%,9,10%,4%,-17%,1%,1%
Nc1ccc2nc(SCc3ccccc3F)sc2c1,-1%,?,-7,-2,26%,-3,-21%,1.7µM*,-34%,-6%,?
CC1=NN(C(=S)Nc2ccccc2)C(C)(C)C1,-1%,15%,15,5,1%,-4,3%,-14%,25%,-2%,1%
CCN1C(=O)[C@H]2[C@@H](c3ccc(C)cc3)N3C(=O)N(c4ccccc4)C(=O)[C@@]3(Cc3ccccc3)[C@H]2C1=O,-1%,-4%,12,-2,-2%,-12,-4%,-2%,1%,9%,4%
CC(NC(=O)/C=C/c1ccccc1[N+](=O)[O-])C1CC2CCC1C2 (stereo not given),7%,-6%,8,0,0%,-15,3%,-3%,-2%,4%,-10%
C=CCOc1ccc(/C(O)=C2\C(=O)C(=O)N(CCCOC)C2c2ccc(O)c(OC)c2)cc1 (stereo not given),-14%,-2%,1,7,2%,4,-6%,8%,-19%,4%,-2%
Cc1cnc(C(=O)Nc2cccc3cccnc23)cn1,0%,-15%,12,0,-10%,-4,0.2µM*,-5%,0.079µM*,-11%,0%
COc1ccc(S(=O)(=O)Nc2nc3ccccc3nc2Nc2cccc(C(=O)O)c2)cc1,7%,-2%,3,19,-5%,6,-1%,?,3%,0%,1%
Cc1cc(NC(=O)CSc2nnc(-c3ccc4c(c3)OCCO4)o2)no1,-3%,?,-15,2,?,6,?,?,?,-15%,?
Cc1ccc(C)c(OCCC(=O)N2CCN(S(=O)(=O)c3cc(F)ccc3F)CC2)c1,1%,-18%,-7,/,-5%,7,/,/,/,2%,-6%
CCOC(=O)C1=C(C)NC(SC)=NC1c1ccc(OC)cc1 (stereo not given),-6%,-5%,-8,5,-12%,5,-6%,6%,26%,-4%,1%
O=C(NNC(=O)c1ccc2c(c1)OCO2)NC1CCCCC1,-2%,4%,-1,0,5%,-13,15%,-2%,14%,7%,0%
CC(C)(C)NC(=O)CN1CCC(O)(c2ccc3c(c2)OCO3)CC1,4%,-11%,23,-3,-6%,-3,-7%,1%,15%,-2%,4%
Cc1ccc(C(=O)COC(=O)COc2ccccc2C)cc1,3%,-7%,-4,/,5%,-9,-6%,?,2%,16%,2%
Cc1nnc(SCC(=O)NC2CCCCCC2)n1C(C)C,-1%,0%,-10,-2,-5%,17,1%,-2%,-8%,14%,4%
COc1ccc(N2CCN(C(=O)NC(=O)c3ccc(Cl)cc3)CC2)cc1,7%,-6%,16,/,0%,-13,-4%,2%,29%,-4%,1%
COc1cccc(/C=N/N2CCN(Cc3ccccc3)CC2)c1O,-1%,19%,2,7,21%,11,3%,?,17%,-1%,9%
O=C(CN1c2cccc3cccc(c23)S1(=O)=O)Nc1ccccc1Br,-4%,/,24,/,/,-2,/,/,/,10%,-2%
Cc1ncc(CO)c2c1Oc1nc(-c3ccccc3F)nc(SCC(=O)N(C)c3ccccc3)c1C2,-10%,0%,-15,/,-2%,12,?,2%,?,-4%,-8%
CCOc1ccc(NC(C)=O)cc1[N+](=O)[O-],0%,0%,1,1,0%,-18,-2%,6%,4%,8%,2%
O=C(COC(=O)C1CCN(c2ccc(C(F)(F)F)cn2)CC1)Nc1ccc(Cl)cn1,4%,14%,-44,/,-4%,4,-9%,0%,8%,-1%,3%
N#CCSc1nc(-c2ccccc2)nc2ccc(F)cc12,0%,-1%,-5,0,-2%,13,1%,-2%,-16%,-6%,-4%
COCCSc1nnc(NS(=O)(=O)c2ccccc2)s1,2%,-9%,-8,2,2%,-5,-2%,-10%,15%,3%,-1%
C=CCN(CC=C)S(=O)(=O)c1ccc(NC(=O)COc2ccccc2OC)cc1,0%,0%,-10,1,-5%,-2,0%,12%,?,2%,-11%
CN1C(=O)C(C)(C)c2cc(S(=O)(=O)N3CCC(C(=O)Nc4ccc(Cl)cc4)CC3)ccc21,3%,-5%,0,1,0%,-16,-5%,7%,24%,4%,0%
O=C1CCCC(=O)N1c1ccc(O)cc1,0%,-1%,1,1,-7%,15,4%,-1%,2%,1%,2%

# Compound profiles, from the list above. Screens in order: Tb PFK block | Rab9 promoter act | KCNH2 3.1 inh | Coupling enz | NPC1 prom act | Giardia kill | VP16 counter | FLuc counter | RORg inh | uPA surface inh | ELG1 genotoxic
# CCO[C@@H]1OC(C(N)=O)=C[C@H](C2CCCCC2)[C@H]1CCCO is listed as 4% | 0% | 2 | 6 | -2% | -21 | -4% | 1% | -3% | ? | -4%
# Nc1ccc2nc(SCc3ccccc3F)sc2c1 is listed as -1% | ? | -7 | -2 | 26% | -3 | -21% | 1.7µM* | -34% | -6% | ?
